Pol beta inh = qHTS Assay for Inhibitors of DNA Polymerase Beta; P06746; Pol beta primer extension/strand displacement, fluorescence kinetic; Potency, µM (series often up to 114 µM), for inactives: top-dose activity change, negative = inhibition, usual class: inhibitors; 1.3% of 340,000 active; AID 485314, 2010; also: % is scaled to controls: 0 for no effect and ±100 for the full control effect
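Enzyme-only controls used 10 nM Pol beta; buffer lacking enzyme served as negative control. Compound preincubated 15 min, then 50 nM substrate added; 0 and 10 min reads at room temperature.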
G9a block = qHTS Assay for Inhibitors of Histone Lysine Methyltransferase G9a; Histone-lysine N-methyltransferase EHMT2 (Homo sapiens), Q96KQ7; G9a H3K9 monomethylation, AlphaScreen, 2 h; Potency, µM (highest dose often 102 µM), without a hit: at the top dose activity, negative = inhibition, hits mostly inhibitors; 8.8% of 350,000 active; AID 504332, 2011; also: % is scaled to controls: 0 for no effect and ±100 for the full control effect; nearly all actives have a fitted effect of over 75% in size
Target sequence (Q96KQ7 913-1193 limits assumed): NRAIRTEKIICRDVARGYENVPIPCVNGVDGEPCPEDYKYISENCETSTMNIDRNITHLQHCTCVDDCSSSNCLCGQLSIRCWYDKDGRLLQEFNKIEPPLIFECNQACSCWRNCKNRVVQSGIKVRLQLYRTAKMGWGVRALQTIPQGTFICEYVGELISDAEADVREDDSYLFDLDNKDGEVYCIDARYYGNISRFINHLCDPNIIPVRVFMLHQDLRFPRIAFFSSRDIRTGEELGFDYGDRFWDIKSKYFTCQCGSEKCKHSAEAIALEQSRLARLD
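Quantitative HTS format: methyltransferase activity on a biotin-tagged H3K9 peptide is measured by AlphaScreen, using a rabbit anti-monomethyl-H3K9 antibody with streptavidin donor and anti-IgG acceptor beads. Final levels are 20 nM enzyme, 500 nM peptide, 20 uM SAM; 2 h RT.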
JMJD2A Tudor = qHTS Assay for Inhibitors of JMJD2A-Tudor Domain. Lysine-specific demethylase 4A (Homo sapiens), O75164. Potency, µM (doses to about 114 µM), for inactives: at the top dose activity change, negative = inhibition, most hits filed as inhibitors. AID 504339, 2011. AlphaScreen JMJD2A-Tudor / H3K4me3 peptide binding. 4.4% of 390,000 active; also: % is scaled to controls: 0 for no effect and ±100 for the full control effect; nearly all actives have a fitted effect of over 50% in size
Pol eta inh = qHTS for Inhibitors of Polymerase Eta | 1.2% of 390,000 active | DNA polymerase eta (Homo sapiens), Q9Y253 | recombinant Pol eta, fluorescent DNA replication assay | Potency, µM (doses to about 114 µM), inactives show at the top dose activity change, negative = inhibition, actives largely listed as inhibitors; also: % is scaled to controls: 0 for no effect and ±100 for the full control effect
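Pol eta at 10 nM preincubated with compounds 15 min at room temperature; reaction started with fluorescent substrate (50 nM final) and read kinetically at 0 and 10 min.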
BLM helicase inh = qHTS Assay for Inhibitors of Bloom's syndrome helicase (BLM). RecQ-like DNA helicase BLM (Homo sapiens), P54132. recombinant BLM DNA unwinding, fluorescence dequenching. Potency, µM (highest dose often 56.1 µM), without a hit: at the top dose activity change, negative = inhibition, most hits filed as inhibitors. 0.2% of 350,000 active. AID 2528, 2010;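 also: plate controls were vehicle for no effect and no enzyme for full effect; nearly all actives have a fitted effect of over 35% in size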
POLK inh = qHTS for Inhibitors of Polymerase Kappa; DNA polymerase kappa (Homo sapiens), Q9UBT6; purified Pol kappa, fluorescent DNA synthesis assay, 10 min; Potency, µM (titrated, usually from 107 µM), for inactives: top-dose activity, negative = inhibition, hits mostly inhibitors; 0.53% of 400,000 active; also: % is scaled to controls: 0 for no effect and ±100 for the full control effect
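Inhibition of 10 nM Pol kappa is measured by a fluorescent read-out at 0 and 10 min following addition of 50 nM substrate (final), with a 15-min room-temperature compound preincubation.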
APE1 inh = qHTS Assay for Inhibitors of the Human Apurinic/apyrimidinic Endonuclease 1 (APE1) | recombinant APE1, TAMRA/BHQ-2 abasic DNA cleavage fluorescence | AID 2517, 2012 | Potency, µM (series often up to 65.8 µM), for the others: top-dose activity change, negative = inhibition, hits mostly inhibitors | 0.35% of 350,000 active | DNA repair nuclease/redox regulator APEX1 (Homo sapiens), P27695;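 also: plate controls were vehicle for no effect and reference inhibitor for full effect; nearly all actives have a fitted effect of over 55% in size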
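Activity was derived from the fluorescence gain between first and third kinetic reads (60 s intervals, ex 525/em 598 nm) after 50 nM THF-abasic TAMRA/BHQ-2 duplex was added to 0.75 nM APE1 preincubated 15 min with compound.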
BAZ2B inh = qHTS Assay for Inhibitors of BAZ2B | AlphaScreen BAZ2B-H3K14Ac peptide displacement | Potency, µM (series often up to 114 µM), inactives show at the highest dose activity change, negative = inhibition, most hits filed as inhibitors | 4.4% of 360,000 active; also: % is scaled to controls: 0 for no effect and ±100 for the full control effect; nearly all actives have a fitted effect of over 60% in size
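AlphaScreen displacement: compounds (up to 110uM) incubated 30 min at room temperature with a preformed 50 nM BAZ2B/50 nM biotinylated H3K14Ac peptide complex in PBS pH 7.4 with Tween-20. Donor and acceptor beads at 10 ug/mL final added, 20 min light-protected before reading.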
POLI inh = qHTS for Inhibitors of Polymerase Iota | 1% of 390,000 active | Pol iota fluorescent replication assay, 10 min | DNA polymerase iota (Homo sapiens), Q9UNA4 | Potency, µM (titrated, usually from 115 µM), without a hit: top-dose activity, negative = inhibition, actives largely listed as inhibitors | AID 588590, 2011
Target sequence (Q9UNA4 whole entry, looked up): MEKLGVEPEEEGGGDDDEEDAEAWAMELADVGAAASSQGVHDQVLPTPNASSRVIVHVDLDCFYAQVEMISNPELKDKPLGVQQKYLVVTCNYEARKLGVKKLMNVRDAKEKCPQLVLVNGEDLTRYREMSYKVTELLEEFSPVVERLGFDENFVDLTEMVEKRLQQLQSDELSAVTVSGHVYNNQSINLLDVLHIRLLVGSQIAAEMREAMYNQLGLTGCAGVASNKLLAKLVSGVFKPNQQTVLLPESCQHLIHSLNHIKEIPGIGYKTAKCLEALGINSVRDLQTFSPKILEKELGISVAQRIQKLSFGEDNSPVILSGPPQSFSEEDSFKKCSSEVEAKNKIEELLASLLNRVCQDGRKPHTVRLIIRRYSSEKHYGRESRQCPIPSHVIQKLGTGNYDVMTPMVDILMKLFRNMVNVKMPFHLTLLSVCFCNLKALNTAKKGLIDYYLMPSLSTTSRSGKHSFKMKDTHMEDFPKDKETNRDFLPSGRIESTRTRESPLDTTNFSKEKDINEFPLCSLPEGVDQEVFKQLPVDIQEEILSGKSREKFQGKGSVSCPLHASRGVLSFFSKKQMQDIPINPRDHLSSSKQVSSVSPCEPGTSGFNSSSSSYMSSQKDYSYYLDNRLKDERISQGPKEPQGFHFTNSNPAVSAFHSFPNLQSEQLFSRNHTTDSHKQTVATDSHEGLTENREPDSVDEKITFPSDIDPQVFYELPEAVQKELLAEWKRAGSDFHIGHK
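Fluorescent replication assay read twice, at 0 min and 10 min after adding 50 nM (final) substrate. Enzyme (10 nM) and compounds were first incubated 15 min at room temperature; enzyme-free buffer wells were negative controls.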
The depositor's hits bear a star; ? = inconclusive; / = no result given; & = joins results of further samples; [ ] = dose if it differs, or a comment. Calls follow the shape of the dose curve; as a rule, active = well fitted curve in the direction sought with a large enough effect; inconclusive = small, poorly fitted or top-dose-only effect, or another doubt; inactive = no such curve, though single readings can be large; an effect the other way counts as inactive or inconclusive. Potency is read from the fitted curve at half-maximal effect. Not all compounds are listed; rates above refer to the full screens.

Order of values – POLK inh, Pol beta inh, BLM helicase inh, BAZ2B inh, POLI inh, APE1 inh, JMJD2A Tudor, Pol eta inh, G9a block
- O=C(c1nc2ccccn2c1CN1CCC(Cc2ccccc2)CC1)N1CCCC1
 : -11%, -3%, 0%, 3%, 7%, 3%, -4%, -19%, /
- CN(C)c1ccc(C(c2nnnn2CCOC(=O)Nc2ccc(Cl)cc2)N2CCOCC2)cc1 (configuration not stated)
 : -17%, 1%, -10%, 45µM*, -2%, -5%, ?, -15%, ?
- CC(NC(=O)CCCOc1ccc(Cl)cc1)c1ccccc1 (configuration not stated)
 : -2%, 5%, -4%, 7%, 6%, 0%, -7%, -19%, 5%[59 µM]
- COc1ccccc1NC(=O)/C=C/C(=O)O
 : 8%, -1%, -1%, -18%, 8%, 5%, 4%, -2%, -38%
- ClCc1nnc(-c2cc3c(s2)CCCC3)o1
 : 6%, -1%, 0%, -13%, -9%, 2%, -3%, -5%, 3%[59 µM]
- Cc1ccc(NC(=O)CN2C(=O)C(c3ccc(F)cc3)=NC23CCCCC3)c(C)c1
 : -10%, -28%, -6%, 7%, 8%, /, 7%, /, 0%[59 µM]
- Cc1ccc(Sc2ncccc2COC(=O)Nc2c(C)cccc2C)cc1
 : -13%, 6%, -9%, -1%, -2%, ?, 7%, -29%, -13%[59 µM]
- Cc1ccc2c(c1)[C@@H]1[C@H](CO2)[C@H](c2ccccc2)[C@]2(C)C(=O)N[C@H](C)C(=O)N12
 : -17%, /, /, /, 18%, 12%, -17%, -1%, /
- CN(c1ccccc1)S(=O)(=O)c1ccc(C(=O)NCc2ccccc2F)cc1
 : -17%, /, /, 0%, 5%, -4%, -4%, -15%, 5%[59 µM]
- Cc1ccc(NC(=O)/C=C/c2ccc([N+](=O)[O-])s2)cc1
 : 1%, 49%, -3%, 5%, 0%, 14%, -27%, -6%, -7%[59 µM]
- O=C(CSc1ncn[nH]1)NCc1ccc(Cl)cc1
 : -16%, 41%, 0%, 8%, 29%, -11%, -14%, -9%, 24%
- Cc1nnc(SCC(=O)N(Cc2ccccc2)C(C)(C)C)[nH]c1=O
 : 4%, -8%, 2%, -21%, 11%, -4%, -5%, -4%, -3%
- COc1ccccc1/C=C/C(=O)c1ccccc1
 : -18%, -16%, -7%, 3%, ?, -1%, 67%[activator], 4%, 6%[0.501 µM]
- C=CCOC(=O)C1C(=O)CC(C)(O)C(C(=O)OCC=C)C1c1ccc(N(C)C)cc1 (configuration not stated)
 : -15%, 16%, -3%, -34%, 19%, 0%, -24%, -15%, -8%[59 µM]
- Cc1cc(C)n(-c2nc(C(=O)O)cs2)n1
 : -15%, 1%, 1%, ?, 59%[activator], 1%, -7%, 9%, 50µM*
- C[C@@H]1C[C@@H]([C@@H](C)CC2CC(=O)NC(=O)C2)C(=O)[C@@H](C)C1
 : -10%[60.1 µM], /, -3%, /, /, -2%, /, /, 20%[59 µM]
- COc1ccc(CCNc2nc(-c3ccco3)cc(C(F)(F)F)n2)cc1OC
 : -13%, 10%, -7%, -8%, 11%, -5%, -1%, -22%, 1%[12.7 µM]
- O=C(O)CCC(=O)NCc1ccc(C(=O)O)cc1
 : -10%, -3%, -1%, -7%, 11%, 7%, -2%[57.1 µM], 7%, -34%
- CC(C)OCCCNc1nc(-c2ccccc2)nc2ccccc12
 : -7%, -7%, -8%, 16%, -8%, 3%, 5%, -11%, 35%
- COc1ccc(OC)c(CCNc2nc3cc(OC)c(OC)cc3c3nc(-c4cccnc4)nn23)c1
 : 7%, -30%, -3%, 3%, 15%, /, 3%, -17%, -5%[59 µM]
- OCC(CO)(CO)N=Cc1c(O)ccc2ccccc12
 : -1%, 22%, -5%, /, ?, 10%, ?, -6%, 1.4µM*
- COc1ccc(N2CCN(C(=O)CCc3c(C)nc4cc(-c5ccc(Cl)cc5)nn4c3C)CC2)cc1
 : -4%, 4%, -2%, -9%, 0%, /, -7%, -17%, -14%[59 µM]
- O=S(=O)(/N=C(/c1ccccc1)N1CCOCC1)c1ccc(Br)cc1
 : 2%, 27%, 0%, 0%, 49%[activator], 9%, 5%, -11%, 38%
- CN1CCN(c2ncc3nc(-c4ccccc4)c(=O)n(C)c3n2)CC1
 : -3%[60.1 µM], /, -12%, /, /, 1%, /, /, 7%[0.501 µM]
- CCNc1nc(NCC)nc(N(CC)C(N)=S)n1
 : -1%, 2%, -4%, -24%, 152%[activator], 1%, -10%, -11%, 1.8µM*
- C=CCN1CN(S(=O)(=O)c2ccc(OC)cc2)c2nc3ccccc3nc21
 : -13%, 0%, -4%, -17%, 2%, 8%, -25%, -21%, 7.1µM*
- Cc1ccc(NNC(=S)Nc2ccc(C(C)C)cc2)c(C)c1
 : -9%, 2%, -14%, 35µM*, -3%, -2%, 14µM*, ?, 11µM*
- CCc1ccccc1N1CC(C(=O)Nc2cc(C)on2)CC1=O (configuration not stated)
 : 7%, 21%, -7%, 0%, -2%, -2%, 1%, -20%, 6%
- CCc1cc(=O)oc2c3c(cc(OCC(=O)NCc4cccnc4)c12)OC(C)(C)CC3
 : -1%, -4%, 4%, -6%, -2%, 0%, -22%, -8%, /
- Cc1cccc(NC(=O)c2nc[nH]c2C(=O)NCC(=O)OCc2ccccc2)c1
 : -15%, 7%, -11%, 3%, 10%, 13%, -15%, -14%, 19%[59 µM]
- O=C1CCC(C(=O)OCc2nnc(-c3ccc(Br)cc3)o2)=NN1
 : -3%, /, /, 8%, 17%, 28%, -13%, -8%, 2%[59 µM]
- CC(C)NCc1cc(Br)ccc1OCc1ccccc1
 : 3%, -3%, -13%, -1%, 23%, 2%, -5%, -19%, -37%
- Cc1ccc(-n2nc3c(=O)n(CCCC(=O)NCCc4ccccc4C)nc(C)c3c2C)cc1
 : -9%, 26%, -3%, -15%, 6%, -1%, -7%, -6%, /
- COc1ccc(NC(=O)c2oc3ccccc3c2NC(=O)Cc2coc3ccc(C)cc23)cc1
 : -28%, 1%, 1%, -1%, -8%, /, -20%, -21%, 1%[59 µM]
- Cc1ccc(NC(=O)CSc2cn(CC(=O)N3CCCC3)c3ccccc23)cc1Cl
 : -20%, -12%, -4%, -30%, -13%, /, -15%, 8%, -19%[59 µM]
- Cc1nnc(-c2cccc(Br)c2)c2cn(-c3cccc(Br)c3)nc12
 : -15%, -7%, -6%, 56µM*, 2%, 0%, ?, ?, ?
- CSc1nc(Cl)c(Br)c(Nc2c[nH]c(=O)[nH]c2=O)n1
 : -15%, /, /, /, -6%, /, -2%, 1%, /
- NC(CS(=O)O)C(=O)O (configuration not stated)
 : 13%, /, /, /, -6%, /, 35µM*, -11%, /
- COc1ccc(NC(=O)C2Cc3ccccc3CN2C(=O)c2ccccc2)cn1 (configuration not stated)
 : -7%, 0%, -16%, 7%, 5%, 3%, -13%, -4%, 7%
- O=C(c1ccc(N2CCCC2=O)cc1)N1CCCCCC1
 : -12%, 20%, -1%, -31%, ?, 9%, -2%, 7%, 34%[0.501 µM]
- CCOc1ccc(S(=O)(=O)NNC(=S)Nc2ccc(Br)cc2)cc1
 : -15%, 86%, -5%, -6%, 15%, -12%, -26%, 0%, 5%[59 µM]
- COC(=O)c1cc(Br)c(=O)n(CCc2ccc(F)cc2)c1
 : -3%, 2%, 0%, 5%, 14%, 0%, -2%, 2%, 4%[59 µM]
- COc1ccc(OCCSc2nc(N)cc(=O)[nH]2)cc1
 : -12%, 30%, -6%, -32%, 4%, 13%, -12%, -5%, /
- COc1ccc2c(=O)cc(C(=O)O)oc2c1
 : 3%, -2%, 0%, -22%, 81%[activator], -1%, -10%, -13%, 56µM*
- Cc1cc(NC(=O)[C@H](C)NC(=O)c2ccco2)ccc1Br
 : -16%, 0%, -3%, ?, 24%, 6%, -13%, -20%, 10%
- COc1ccc(/C=N/Nc2cc(C)nc3ccc(Br)cc23)cc1
 : -21%, -4%, -8%, ?, -29%, -44%, ?, -15%, -6%[2.33 µM]
- CCN(C(=O)COC(=O)c1ccc(F)c(S(=O)(=O)N2CCOCC2)c1)C1CCS(=O)(=O)C1 (configuration not stated)
 : -5%, ?, -1%, -3%, 28%, 7%, -15%, -18%, /
- Cc1ccc(S(=O)(=O)/N=C(/c2ccc(F)cc2)N2CCCCC2)cc1
 : -9%, 20%, 1%, -7%, 126%[activator], 12%, -10%, -13%, 1%[59 µM]
- Cc1ccc(OCC(=O)O)c(O)c1
 : 0%, /, /, /, 3%, /, ?, -5%, /
- COc1cc(CC(=O)N(CC(C)C)C2CCS(=O)(=O)C2)cc(OC)c1OC (configuration not stated)
 : -18%, /, /, /, 30%[activator], 45%[activator], -13%, -16%, /
- COc1cc(/C=C/C(=O)O)cc(OC)c1OC
 : -17%, -25%, 7%&2%, -16%, 7%, 13%&-3%, -19%, -5%, 31%
- CCN1C(=O)[C@@H]2[C@@H](c3ccc(-c4ccc(C(C)=O)cc4)cc3)N3CCC[C@@]3(C(=O)OC)[C@@H]2C1=O
 : 3%, /, /, ?, ?, 1%, -34%, -10%, -7%[2.33 µM]
- CCCCn1c(N)c(N(CCOC)C(=O)c2cc(-c3ccc(OC)c(OC)c3)nc3ccccc23)c(=O)[nH]c1=O
 : -16%, /, /, -36%, 27%, -9%, -14%, -11%, 11µM*
- O=S(=O)(Nc1ccc(-n2cnnn2)cc1)c1ccccc1F
 : -5%, /, /, 8%, 11%, 15%, -25%, -3%, ?
- CC(C)CCN1CCN(Cc2cc3ccccc3[nH]2)CC1CCO (configuration not stated)
 : -12%, 2%, -3%, 5%, 8%, -12%, -16%, -18%, 23%
- O=C(NNc1nc2ccccc2o1)c1ccccc1
 : -3%, 8%, -3%, -30%, -2%, -10%, -6%, -5%, -46%
- COc1ccc(NCc2nnc(SCC(=O)c3ccc(C)cc3)o2)cc1
 : -9%, ?, -6%, ?, ?, -5%, ?, 2%, 14µM*

Compound activity (PubChem)
